CYP2C9 inhib – inhibitors of human CYP2C9 | P11712 | CYP2C9 Supersomes, luciferin-H conversion, luminescence | inhibition, % at 5 µM | 96,000 tested, 20% active | AID 777;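 active = blocking of liver enzyme CYP2C9 beyond about 50% at 5 µM, limit read from the data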; also: values of inactives mirror those of a sister screen read the other way
Plk1 PBD FP – inhibitors of human Plk1 polo box domain binding; AID 693; P53350; inhibition, %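 (tested at about 20 µM)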; Plk1 PBD phosphopeptide binding, fluorescence polarization; 97,000 tested, 0.13% active; in the data active = inhibition above about 34%, passing the limit was not always enough
CYP2C19 inhib – inhibitors of human CYP2C19; P33261; CYP2C19 Supersomes, luciferin-H EGE luminescence, 30 min; inhibition, % at 5 µM; 96,000 tested, 21% active; AID 778;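 active = CYP2C19 inhibition above a set limit at 5 µM in the primary screen, cut at about 50% in these data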;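 also: plate controls were negative control wells for no effect and 2.5 mM tranylcypromine positive control for full effect; values of inactives mirror those of a sister screen read the other way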
EphB4 ephrin blk – EphB4-ephrin-B2 interaction antagonism; inhibition, % at 7 µM; 97,000 tested, 0.15% active; EphB4 LBD / TNYL-RAW-Alexa532 peptide, fluorescence polarization; P54760;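 active = inhibition above the screen-wide mean inhibition plus 3 SD, cut at about 15% in these data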;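 also: 0% = DMSO wells and 100% = excess unlabeled TNYL-RAW peptide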
Target sequence (P54760 whole entry, looked up, the tested form may be a part): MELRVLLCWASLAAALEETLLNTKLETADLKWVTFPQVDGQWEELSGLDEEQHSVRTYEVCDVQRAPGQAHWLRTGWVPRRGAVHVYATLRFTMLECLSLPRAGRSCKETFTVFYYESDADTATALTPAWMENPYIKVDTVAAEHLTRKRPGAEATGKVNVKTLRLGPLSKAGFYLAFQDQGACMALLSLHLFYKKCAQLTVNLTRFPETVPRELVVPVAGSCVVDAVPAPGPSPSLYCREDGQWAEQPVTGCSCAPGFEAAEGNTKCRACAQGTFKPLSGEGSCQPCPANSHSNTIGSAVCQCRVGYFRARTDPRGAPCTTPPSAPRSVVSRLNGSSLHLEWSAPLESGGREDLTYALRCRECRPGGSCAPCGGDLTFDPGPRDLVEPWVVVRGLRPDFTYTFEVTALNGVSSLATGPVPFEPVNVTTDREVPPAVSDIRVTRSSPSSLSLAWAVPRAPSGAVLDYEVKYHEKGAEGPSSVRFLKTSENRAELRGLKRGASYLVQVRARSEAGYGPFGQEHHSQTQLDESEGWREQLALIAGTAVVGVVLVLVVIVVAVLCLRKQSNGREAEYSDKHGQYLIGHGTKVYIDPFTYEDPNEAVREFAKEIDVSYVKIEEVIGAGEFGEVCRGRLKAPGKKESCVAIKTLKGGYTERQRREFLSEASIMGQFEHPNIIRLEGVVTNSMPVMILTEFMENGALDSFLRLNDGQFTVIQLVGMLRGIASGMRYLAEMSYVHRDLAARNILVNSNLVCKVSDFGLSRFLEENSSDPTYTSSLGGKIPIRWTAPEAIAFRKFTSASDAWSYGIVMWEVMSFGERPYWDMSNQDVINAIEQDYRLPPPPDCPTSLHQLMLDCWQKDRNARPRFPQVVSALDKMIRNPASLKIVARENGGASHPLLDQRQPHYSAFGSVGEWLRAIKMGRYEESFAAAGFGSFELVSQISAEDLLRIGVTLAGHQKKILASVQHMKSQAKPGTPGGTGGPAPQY
HIV Rev-RRE inh – HIV Rev-RRE protein-RNA interaction inhibition. P05866. Rev peptide-RRE RNA binding, FRET. inhibition, % at 8 µM. 97,000 tested, 0.79% active. AID 704;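 active = inhibition above the screen-wide mean plus 3 SD, cut at about 35% in these data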;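 also: 0% = median DMSO wells and 100% = median Neomycin B control wells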
Target sequence (P05866 whole entry, looked up): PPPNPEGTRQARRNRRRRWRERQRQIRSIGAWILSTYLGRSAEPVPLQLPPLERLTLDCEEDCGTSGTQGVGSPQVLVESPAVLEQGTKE
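Assay system: Rev peptide and RRE RNA, both fluorescently labelled; times: 5 min preincubation and 15 min binding, 25 °C; detection: FRET, ex 480 nm, em 540 and 671 nm; read-out basis: % inhibition from 671/540 nm acceptor-to-donor ratio, scaled between controls; benchmarks: DMSO low control, neomycin B high control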
CYP2C19 act – activators of human cytochrome P450 2C19 | AID 1025 | 96,000 tested, under 10 active | recombinant CYP2C19, luciferin-H EGE luminescence; hits give high values; 0 = fully inhibited enzyme, 1 = untreated enzyme | P33261 | activation factor at 5 µM;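 active = activation factor of at least 2 at 5 µM in the primary screen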;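 also: 0 = wells with 2.5 mM tranylcypromine and 1 = vehicle-only wells; values of inactives mirror those of a sister screen read the other way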
PLAP activator – human PLAP activation | 96,000 tested, 1.2% active | AID 696 | activation fold at 20 µM | purified PLAP enzyme, luminescent substrate read-out; hits give high values; in the data active = activation fold above about 2
CYP2C9 activ – activators of human CYP2C9; P11712; recombinant CYP2C9, luciferin-H conversion, luminescence; hits give high values; factor 1 = untreated enzyme, 0 = blocked; activation factor at 5 µM; 96,000 tested, 1.4% active;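 active = activation factor of 2 or more for CYP2C9 at a 5 µM dose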;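 also: 0 = sulfaphenazole-blocked wells and 1 = vehicle-only wells; values of inactives mirror those of a sister screen read the other way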
PLK1 kinase inh – blocks human PLK1 kinase activity; AID 619; inhibition, % at 10 µM; recombinant PLK1 kinase, TR-FRET peptide phosphorylation; P53350; 97,000 tested, 0.53% active;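 active = inhibition of 50% or more in the single-concentration screen; inactive = inhibition below 50%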;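 also: 0% = DMSO max control and 100% = H-89 dihydrochloride min control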
* marks the source's active call; other numbers are inactive results; x = no result given; [ ] = dose if it differs, or a comment.

CYP2C19 inhib,EphB4 ephrin blk,Plk1 PBD FP,PLK1 kinase inh,CYP2C9 activ,CYP2C9 inhib,PLAP activator,HIV Rev-RRE inh,CYP2C19 act,SMILES
-12,x,x,x,1.1,-11,1.1,x,1.1,COc1ccc(CCNC(=O)CSc2nc(C)nc3c2c(=O)n(C)c(=O)n3C)cc1OC
x,1,-1,-9,x,x,x,3,x,CC1(CCc2ccc3c(c2)OCO3)NC(=O)c2ccccc2N1 (stereo unspecified)
7,1,-1,38,0.9,7,0.8,100*[fluorescence artefact?],0.9,Cc1ccsc1C1NC(=O)c2c(sc3c2CCN(C)C3)N1 (stereo unspecified)
58*,5,6,-2,0.6,42,1,6,0.4,CCOC(=O)/C(C#N)=c1/s/c(=C2\C=Cc3ccccc3N2CC)c(=O)n1CC
18,x,x,x,0.5,50*,1.6,x,0.8,COc1ccc(C(=O)N2CCCN(C)CC2)cc1S(=O)(=O)N1CCCc2ccccc21
-1,-7,14,4,0.6,37,1,4,1,O=C(CSc1nnc(-c2ccccn2)n1Cc1ccco1)Nc1ccc2c(c1)OCO2
11,x,x,x,0.9,12,1.7,x,0.9,O=C1C2CC=CCC2C(=O)N1CC(=O)N(Cc1ccccc1)C1CCS(=O)(=O)C1 (stereo unspecified)
18,x,x,x,1,-2,0.9,x,0.8,O=C(Nc1cccc2ccccc12)c1cnccn1
40,2,-24,-10,0.3,65*,0.8,1,0.6,Cc1sc(=NC(=O)c2ccco2)n(C)c1-c1ccccc1
3,-6,0,-6,1.1,-7,0.8,-1,1,COc1ccc(N2CCN(C(=S)Nc3cccc(C)c3)CC2)cc1
9,0,-31,-6,1,4,0.9,-1,0.9,Cc1nnc(-c2cnn(C)c2N)n1Cc1cccc(Cl)c1
4,6,-19,-6,0.9,6,1,3,1,O=C(NCc1cccnc1)C1CC(=O)N(c2ccc(Cl)cc2)C1 (stereo unspecified)
0,-4,3,-11,0.9,12,0.9,3,1,O=C(Nc1ccccc1C(=O)OC1CCOC1=O)c1ccco1 (stereo unspecified)
-2,1,-1,-10,1,0,1,2,1,CN1C(=O)NC(NC(=O)c2ccco2)(C(F)(F)F)C1=O (stereo unspecified)
9,-1,-2,-9,1,-2,0.9,1,0.9,Cc1cccc(N(C(=O)Cn2nnc3ccccc32)C(C(=O)NC(C)(C)C)c2ccsc2)c1C (stereo unspecified)
6,-1,9,7,0.5,50,1.1,0,0.9,O=c1cc(-c2ccco2)oc2c1ccc1ccccc12
-2,3,-42,2,1,4,1.1,118*[fluorescence artefact?],1,C1=C(c2ccc(-c3ccccc3)cc2)Nc2ncnn2C1c1ccco1 (stereo unspecified)
18,-6,10,-5,1,1,1.1,0,0.8,Cc1oc2c(C)c(O)ccc2c(=O)c1-c1cnn(-c2ccccc2)c1
x,-3,20,-3,x,x,x,7,x,O=C(Nc1ccccn1)c1ccc(COc2ccccc2Cl)o1
x,-7,-14,-14,x,x,x,1,x,CCC(C)(C)NC(=O)C(c1ccc(C)cc1)N(Cc1cccnc1)C(=O)c1csnn1 (stereo unspecified)
x,4,-15,-15,x,x,x,6,x,CC(=O)N1CCN2C(=O)C1CCCC(=O)c1cc(C(C)C)ccc12 (stereo unspecified)
-20,4,-7,-6,0.7,28,1.3,1,1.2,CCOC(=O)c1[nH]c(C)c(C(=O)OCC(=O)N(CC)C2CCS(=O)(=O)C2)c1C (stereo unspecified)
-3,x,x,x,1.2,-17,1,x,1,O=C1Cc2ccccc2N1c1ccccc1
7,-11,-2,-11,0.9,7,0.8,4,0.9,CCCCc1sc(-c2c(C#N)c(N)nc3c2CCCCC3)cc1[N+](=O)[O-]
41,6,-34,-1,0.4,63*,1.4,-2,0.6,Cc1cccc(C)c1NC(=O)C1(N(Cc2ccco2)C(=O)c2ccccn2)CCCC1
13,5,-42,-3,0.9,5,1.1,12,0.9,O=C(NC1CCCCC1)c1ccc(Br)o1
65*,6,-16,5,0.3,68*,1.5,7,0.4,CCOC(=O)C1=C(C)NC2=C(C(=O)CCC2)C1c1coc2ccccc2c1=O (stereo unspecified)
75*,6,0,-6,0.4,64*,1,8,0.2,O=S(=O)(c1ccc(Oc2ccc(Br)cc2)cc1)N1CCOCC1
26,-7,1,-11,1.2,-21,1.1,14,0.7,O=C1C(Oc2ccccc2)C(c2cccs2)N1Cc1ccc2c(c1)OCO2 (stereo unspecified)
56*,6,-5,-4,0.7,26,1,2,0.4,O=C1NC(c2cc3c(cc2Cl)OCO3)Oc2ccccc21 (stereo unspecified)

Sorted by length of the SMILES (largest number first): some entries from above
CYP2C19 inhib,EphB4 ephrin blk,Plk1 PBD FP,PLK1 kinase inh,CYP2C9 activ,CYP2C9 inhib,PLAP activator,HIV Rev-RRE inh,CYP2C19 act,SMILES
58*,5,6,-2,0.6,42,1,6,0.4,CCOC(=O)/C(C#N)=c1/s/c(=C2\C=Cc3ccccc3N2CC)c(=O)n1CC
7,1,-1,38,0.9,7,0.8,100*[fluorescence artefact?],0.9,Cc1ccsc1C1NC(=O)c2c(sc3c2CCN(C)C3)N1 (stereo unspecified)
x,-3,20,-3,x,x,x,7,x,O=C(Nc1ccccn1)c1ccc(COc2ccccc2Cl)o1

New compounds follow.
CYP2C19 inhib,EphB4 ephrin blk,Plk1 PBD FP,PLK1 kinase inh,CYP2C9 activ,CYP2C9 inhib,PLAP activator,HIV Rev-RRE inh,CYP2C19 act,SMILES
5,6,-48,2,1.2,-24,1.1,7,1,Cc1ccc(C)c(NC(=O)c2ccc(OC(=O)c3ccco3)cc2)c1
78*,-7,-2,-4,0.5,51*,1.1,8,0.2,O=C(Nc1ccc(F)cc1)C1CCC(N2C(=O)c3ccccc3C2=O)CC1 (stereo unspecified)
68*,1,-11,6,0.7,25,0.9,4,0.3,O=C(Nc1cccc(Cl)c1)c1ccncc1
48,2,-3,-4,1.9,-89,1.1,10,0.5,Cc1nc(-c2cccnc2)sc1C(=O)Nc1cccc(C(F)(F)F)c1
13,-1,10,-11,1,2,1,5,0.9,N/C(=N/OCC(=O)Nc1cccc2ccccc12)c1nonc1N
10,-5,2,-8,1.1,-14,1,9,0.9,Cc1ccc2cc3cc(C(=O)NCc4ccco4)oc3nc2c1
98*,4,-4,-14,0,100*,1.1,7,0,Oc1ccc(/C=N/Nc2nccnc2Cl)cc1
-4,0,-10,-21,0.7,30,1.4,14,1,CCC(C)Sc1nc2c(cnn2-c2ccc(C)c(C)c2)c(=O)[nH]1 (stereo unspecified)
-3,-1,17,-3,1,-5,1.2,2,1,Cc1ccc(C)c(Cn2c(=O)c3c(nc4n3CCN4Cc3ccco3)n(C)c2=O)c1
x,4,-6,-1,x,x,x,2,x,CCN1CCN(C(c2nnnn2Cc2ccc3c(c2)OCO3)C(C)C)CC1 (stereo unspecified)
23,-7,4,-12,0.7,29,1.2,3,0.8,COc1ccc(N=C2SC(C(=O)O)CC(=O)N2C)cc1 (stereo unspecified)
12,4,-4,-9,0.9,13,0.8,1,0.9,COCCSc1ccccc1C(=O)Nc1ccc2c(c1)OCCO2
5,3,-8,-10,0.5,49,0.9,5,0.9,CCOC(=O)C1CCN(CC(=O)Nc2cc(C)nn2-c2nc3ccccc3s2)CC1
78*,-2,21,-3,1,-2,1.2,4,0.2,Cc1[nH]n(-c2ccccc2)c(=O)c1CCOC(=O)c1cccc(C(F)(F)F)c1
61*,-9,-10,-2,0.4,56*,1.3,7,0.4,Cc1cc2n(n1)C(c1ccsc1)Nc1ccccc1-2 (stereo unspecified)
83*,1,-39,-4,0.8,23,1.4,2,0.2,N=c1n(Cc2ccc(Cl)cc2)c2ccccc2n1CC(O)c1ccco1 (stereo unspecified)
41,2,-5,-4,0.8,21,1.6,16,0.6,O=C(NCC1CCN(c2ccc(S(=O)(=O)N3CCOCC3)cc2)CC1)c1ccc(Cl)cc1
75*,1,9,2,1.1,-7,1.1,4,0.2,CC1=C(C#N)C(Nc2cccc(C)n2)(C(F)(F)F)C(=O)N1 (stereo unspecified)
3,5,5,2,0.9,7,1.6,5,1,COc1ccc(C2c3c4c(n(C)c3CCN2C)CCN(C)C4c2ccc(OC)cc2)cc1 (stereo unspecified)
-17,7,-9,-9,1.1,-8,1.2,9,1.2,CNC(=O)CCc1nc(-c2ccc(C(C)(C)C)cc2)no1
91*,-1,-7,-1,0,96*,1.9,74*,0.1,Cc1cccc(S(=O)(=O)c2c(N)n(Cc3ccco3)c3nc4ccccc4nc23)c1
0,-13,15,-2,0.9,7,0.9,-13,1,Cc1cccc(N2C(N)=NC(N)=NC23CCCCC3)c1
35,10,-6,-11,0.9,14,1,4,0.7,Cc1nc2nc(-c3cccnc3)nn2c(C)c1Cl
-7,0,-12,-14,2*,-96,1,4,1.1,CCOC(=O)C(C)n1cnc2c(nnn2-c2cccc(Cl)c2)c1=O (stereo unspecified)
-19,2,-4,-7,1.2,-24,1,11,1.2,CCC(Sc1nncn1C)C(=O)Nc1ccccc1OC (stereo unspecified)
78*,1,4,-9,0.8,19,1.1,2,0.2,c1ccc(SCCOCCn2cncn2)cc1
31,2,-20,-1,0.9,11,1.3,4,0.7,CSCC[C@H](NC(=O)OC(C)(C)C)c1nnc(SCC(=O)Nc2ccc(C)cc2C)o1
18,x,x,x,0.5,51*,1.3,x,0.8,CCOC(=O)c1c(NC(=O)CN2CCOCC2)sc2c1CCCC2=O
x,0,-10,-13,x,x,x,0,x,C=CCOc1ccc(/C(O)=C2/C(=O)C(=O)N(CCCN3CCOCC3)C2c2ccccc2)cc1 (stereo unspecified)
24,-1,2,-11,0.5,50,1.1,3,0.8,COc1ccc(-c2nnn(CCc3nn[nH]n3)n2)cc1OC
17,1,-10,6,1.1,-11,0.8,4,0.8,CN1C(=C2C(=O)OC(C)(C)OC2=O)Sc2ccccc21
43,x,-1,-10,0.4,62*,1.2,x,0.6,CC1CCc2nn(CC(=O)Nc3c(F)cc(F)cc3Br)cc2C1 (stereo unspecified)
93*,1,-11,0,0.5,52*,1.1,15,0.1,CC1=C(C(=O)OC(C)(C)C)C(c2ccco2)C(C#N)=C(N)O1 (stereo unspecified)
57*,3,1,-2,1.3,-34,1,7,0.4,CCN(CC)S(=O)(=O)c1cccc2c(N(C)C)cccc12
14,6,3,-7,1,-1,0.9,5,0.9,CC(NC(=O)C1CCC1)c1ccc(Cl)cc1 (stereo unspecified)
0,-2,2,-5,1,3,1,2,1,CS(=O)(=O)N1CCCC(C(=O)NCc2cccs2)C1 (stereo unspecified)
72*,1,7,-7,1.1,-11,0.8,5,0.3,Cn1nnnc1SCC(=O)N1CCN(c2cccc(Cl)c2)CC1
14,0,-18,-12,0.9,14,0.8,1,0.9,COc1ccc(S(=O)(=O)NCc2ccco2)cc1-c1nnc2c3ccccc3c(C)nn12
38,x,x,x,5.2*,-416,0.9,x,0.6,O=S(=O)(c1cccc2ccccc12)N1CCSC1
x,5,-3,-7,x,x,x,2,x,O=C(Nc1nccs1)c1cnccn1
81*,-7,-12,-6,0.1,88*,1.7,4,0.2,CCCc1[nH]nc2c1C(c1cc(OC)ccc1F)C(C#N)=C(N)O2 (stereo unspecified)
-16,3,5,-1,0.5,49,1,8,1.2,CCC(=O)NCc1cc(-c2nn(C)c(=O)c3ccccc23)ccc1C
58*,5,26,-11,0.8,17,0.8,7,0.4,Fc1ccc(NCc2cccnc2)cc1
x,-4,0,-9,x,x,x,10,x,Cc1ccc(S(=O)(=O)NCC(=O)NC2CCCC2)cc1
0,3,20,-8,1,5,0.9,5,1,Cc1scc(C(=O)Nc2ccon2)c1-c1ccccc1
25,-5,2,-9,0.7,32,1.1,4,0.8,COC(=O)c1cnn(-c2cc(Oc3ccccc3)ncn2)c1N

Assay outcomes from PubChem BioAssay.
